ABCB6 inh MLPCN: ABCB6 transporter inhibitors, primary screen, K562-ABCB6 cells, flow cytometry, MLPCN library; 360,000 tested, 0.19% active; K562-ABCB6 porphyrin accumulation, 1 h; active compounds read low; fluorescence ratio to DMSO, % at 10 µM; ATP-binding cassette sub-family B member 6 (Homo sapiens), Q9NP58;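 active means fluorescence ratio to DMSO below 75%, the collection mean minus 3 SD; inconclusive means too few cells collected in the well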;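 further: signal is porphyrin accumulated inside mitochondria; 100% equals median channel fluorescence of DMSO control wells; lower ratio means ABCB6 inhibition with less porphyrin fluorescence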
ABHD5-PLIN5 inh: ABHD5-PLIN5 interaction inhibitors, primary screen, cell lysate, split luciferase complementation, luminescence | 360,000 tested, 0.78% active | Perilipin-5 (Homo sapiens) + 1-acylglycerol-3-phosphate O-acyltransferase ABHD5 (Homo … | Split G. princeps luciferase complementation, 4 h | inhibition, % at 4 µM | AID 602281, 2012;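 active means inhibition above the mean inhibition across every tested compound plus 3 SD, cut at about 22% in these data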;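 further: 0% = DMSO only wells and the 100% control is not disclosed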
NOD2 RIPK2 PPI: NOD2-RIPK2 binding disruptors in cells, primary screen, fluorescence, CHO cells, BLA complementation. Receptor-interacting serine/threonine-protein kinase 2 (Homo sapiens), O43353. CCF4 ratio. inhibition, % at 4.98 µM. 360,000 tested, 0.38% active. AID 624267, 2012; in the data active means inhibition above about 21%;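 further: 0% = vehicle only and 100% = reference blocker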
MC4R antag cAMP: MC4R antagonists of cAMP signaling, primary screen, cell-based, TR-FRET, antagonist arm of biased-ligand search; MC4R-expressing cells, MTII-stimulated cAMP, LANCE TR-FRET; Melanocortin receptor 4 (Homo sapiens), P32245; inhibition, % at 6.5 µM; 360,000 tested, 0.48% active;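 active means inhibition above its plate's cutoff, the mean of tested wells on that plate plus 3 SD, cut at about 29% in these data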;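 further: 0% = Melanotan II alone and 100% = Melanotan II plus saturating MCL0020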
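system = U2OS cells with stable human MC4R expression | also added = Melanotan II challenge after compound preincubation | dosing = one concentration, 6.5 µM nominal | incubation = compound 30 min, challenge 1 h, detection 1 h | measured by = TR-FRET with Eu-cAMP and labeled anti-cAMP, 671 nm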
MC4R ag barr: MC4R agonists recruiting beta-arrestin, primary screen, cell-based, luminescence, agonist arm of biased-ligand search; 360,000 tested, 0.98% active; activation, % at 8.9 µM; U2OS MC4R beta-arrestin complementation; percent of melanotan II response, DMSO zero;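 active means activation above a per-plate cutoff, the mean activation of sample wells on that plate plus 3 SD, cut at about 8% in these data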
Glyco luc inh: increase of ERlucT glycosylation luciferase signal, primary screen, N-linked glycosylation inhibitor project, D54 ERlucT cells, luminescence, set 2; AID 588692, 2011; D54 ERlucT glycosylation luciferase reporter, 24 h; percent of 100 nM tunicamycin response; reporter increase, % at 12.5 µM; 360,000 tested, 0.23% active;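 active means mean luciferase reporter signal, scaled so untreated is 0 and the glycosylation-blocking control 100, at or above a set limit in every replicate; inconclusive means mean reaches the limit but not every replicate does; inactive means mean below the limit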;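 further: luciferase carries N-glycosylation sites so blocking glycosylation raises the light; 0% = median of neutral control wells and 100% = median of 100 nM tunicamycin wells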
aDG glyco act: activators of alpha-DG glycosylation, primary screen, uHTS, Pro5-aDG cells, AlphaScreen. alpha-DG glycosylation AlphaScreen (IIH6); 0% Pro5, 100% B10-LARGE cell signal. activation, % at 10 µM. 360,000 tested, 0.22% active;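 active means activation of at least 8% versus controls, or a plate z-score of at least 8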;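 further: Pro5 are CHO cells carrying HIG-tagged alpha-DG that lacks glycosylation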
Vif inh: HIV Vif self-association inhibitors, primary screen, imaging, HEK293T, single point; HEK293T cells, Vif self-association by quenched fluorescence, 24 h; inhibition, % at 7.49 µM; 340,000 tested, 0.35% active; in the data active means inhibition above about 50%, passing the limit was not always enough; inconclusive means no clear call, values can overlap the other calls; inactive means below about 31%; further: some results filed as inactive read as strong as hits
Exocytosis inh: LAMP-1 surface exposure blockers, TALL-104 cells – cell-based, flow cytometry, MLPCN library, primary screen; TALL-104 LAMP-1 surface exposure; cells stimulated with thapsigargin and PMA; inhibition, % at 10 µM; 360,000 tested, 0.66% active;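 active means inhibition above about 55%, limit read from the data; inconclusive means no clear call, values can overlap the other calls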
TLR9-MyD88 inh: inhibitors of TLR9-MyD88 association in cells, primary screen, cell-based, CHO, BLA complementation, fluorescence. 340,000 tested, 0.21% active. AID 504734, 2011. CCF4 FRET ratio. inhibition, % at 4.98 µM. Toll-like receptor 9 (Homo sapiens) + Myeloid differentiation primary response protein …;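 active means inhibition above the mean over all tested compounds plus 3 SD, cut at about 21% in these data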;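 further: 0% = DMSO only wells and 100% = clavulanate BLA inhibitor control wells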
The depositor's hits bear a star; ? = inconclusive; . = no result given. This is a subset (hit frequency here may not be typical).

SMILES	ABCB6 inh MLPCN	ABHD5-PLIN5 inh	NOD2 RIPK2 PPI	MC4R antag cAMP	MC4R ag barr	Glyco luc inh	aDG glyco act	Vif inh	Exocytosis inh	TLR9-MyD88 inh
O=C(Cn1cnc2ccccc2c1=O)N/N=C/c1ccc(Br)cc1	97	0	-10	-4	-1.7	2	0.0	-4	-7	.
CCOC(=O)c1cnc(C(F)(F)F)nc1Oc1ccccc1	98	-4	-2	15	1.8	1	0.0	3	-8	8
Cc1ccc(OCCC(=O)Nc2ccc(S(=O)(=O)Nc3cc(C)nc(C)n3)cc2)cc1	101	-8	-12	-4	-2.1	-1	-0.1	-5	-5	-2
O=C(NS(=O)(=O)c1ccc2ccc(S(=O)(=O)NCCSc3ccccc3)cc2c1)c1cccc2ccccc12	97	0	-1	.	.	.	-0.2	.	-1	.
COc1cccc(Nc2nc(-c3ccccc3O)nc3ccccc23)c1	99	4	-7	9	17*	-3	0.0	5	-24	1
CCCCCn1c(SCc2ccncc2)nc2cc(C(=O)NCc3ccco3)ccc2c1=O	103	-4	-5	18	-0.8	3	0.7	-1	7	-2
C#CC[N+](CC)(CC)CC#Cc1ccccc1	99	-4	-3	1	2.6	0	0.0	12	-2	.
COc1cccc(C(=O)N(Cc2ccc3c(c2)OCO3)Cc2nc3ccccc3c(=O)[nH]2)c1	81	0	3	-1	-2.1	1	0.3	8	-3	2
Cc1sc(NC(=S)NC(=O)c2ccc(C(C)(C)C)cc2)c(C#N)c1C	94	-4	-2	17	-3.6	-11	0.0	-18	-3	-7
COc1ccc(C(=O)NCc2nnc(SCC(=O)N3CCCCCC3)o2)cc1OC	95	-3	3	-5	-2.9	3	0.4	9	1	2
Cc1ccc(NC(=O)NNC(=O)c2ccccc2)cc1	91	-5	-10	-6	-2.0	3	-0.1	-2	-3	-5
Cc1ccc([C@@H]2CC(=O)[C@@H]3CN(S(=O)(=O)c4ccc(C)cc4)[C@H](c4ccc(Cl)cc4)C[C@@H]3N2S(=O)(=O)c2ccc(C)cc2)cc1	90	-4	1	7	0.9	-9	0.3	0	4	2
CC(=O)c1c(N)[nH]c(-c2ccccc2)nc1=S	95	-6	-7	8	0.7	4	-0.3	-4	-8	4
Cc1ccsc1C(=O)NCC(c1cccs1)N1CCOCC1 (configuration not stated)	98	-6	11	12	-0.1	10	0.2	.	9	-4
COc1ccc(C(=O)COC(=O)CCN=C2NS(=O)(=O)c3ccccc32)c(OC)c1	97	1	-3	0	-1.6	-1	-0.3	0	-4	0
CC(=O)c1ccc(S(=O)(=O)Oc2ccc(C(=O)O)cc2Cl)cc1	101	6	-6	5	-0.7	1	-0.1	-9	-6	-9
CC1(c2ccccc2)NC(=O)N(CC(=O)Nc2cc(C(F)(F)F)ccc2N2CCCCC2)C1=O (configuration not stated)	102	-9	0	11	-1.3	-1	0.0	-2	4	-11
CC(=O)Nc1ccc(S(=O)(=O)NNC(=O)COc2ccc(Cl)cc2Cl)cc1	97	-4	-12	-4	1.9	0	0.1	3	-8	-4
COc1cccc(C2=NOC(C(=O)Nc3cccnc3Cl)C2)c1OC (configuration not stated)	104	-7	-12	1	2.5	0	-0.1	-5	3	-3
Cn1ccnc1SCC(=O)Nc1cc(C(F)(F)F)ccc1N1CCOCC1	100	8	-18	-3	-0.8	4	0.3	-4	0	6

By substructure, the entries above containing fluorine (3)
SMILES	ABCB6 inh MLPCN	ABHD5-PLIN5 inh	NOD2 RIPK2 PPI	MC4R antag cAMP	MC4R ag barr	Glyco luc inh	aDG glyco act	Vif inh	Exocytosis inh	TLR9-MyD88 inh
CCOC(=O)c1cnc(C(F)(F)F)nc1Oc1ccccc1	98	-4	-2	15	1.8	1	0.0	3	-8	8
CC1(c2ccccc2)NC(=O)N(CC(=O)Nc2cc(C(F)(F)F)ccc2N2CCCCC2)C1=O (configuration not stated)	102	-9	0	11	-1.3	-1	0.0	-2	4	-11
Cn1ccnc1SCC(=O)Nc1cc(C(F)(F)F)ccc1N1CCOCC1	100	8	-18	-3	-0.8	4	0.3	-4	0	6

5 entries drawn at random from those above:
SMILES	ABCB6 inh MLPCN	ABHD5-PLIN5 inh	NOD2 RIPK2 PPI	MC4R antag cAMP	MC4R ag barr	Glyco luc inh	aDG glyco act	Vif inh	Exocytosis inh	TLR9-MyD88 inh
CC1(c2ccccc2)NC(=O)N(CC(=O)Nc2cc(C(F)(F)F)ccc2N2CCCCC2)C1=O (configuration not stated)	102	-9	0	11	-1.3	-1	0.0	-2	4	-11
COc1ccc(C(=O)COC(=O)CCN=C2NS(=O)(=O)c3ccccc32)c(OC)c1	97	1	-3	0	-1.6	-1	-0.3	0	-4	0
COc1cccc(C2=NOC(C(=O)Nc3cccnc3Cl)C2)c1OC (configuration not stated)	104	-7	-12	1	2.5	0	-0.1	-5	3	-3
Cc1ccsc1C(=O)NCC(c1cccs1)N1CCOCC1 (configuration not stated)	98	-6	11	12	-0.1	10	0.2	.	9	-4
Cn1ccnc1SCC(=O)Nc1cc(C(F)(F)F)ccc1N1CCOCC1	100	8	-18	-3	-0.8	4	0.3	-4	0	6

Additional structures.
SMILES	ABCB6 inh MLPCN	ABHD5-PLIN5 inh	NOD2 RIPK2 PPI	MC4R antag cAMP	MC4R ag barr	Glyco luc inh	aDG glyco act	Vif inh	Exocytosis inh	TLR9-MyD88 inh
Cc1ccc(S(=O)(=O)N(C)c2ccc(C(=O)NCC(c3ccccc3)N3CCCC3)cc2)cc1 (configuration not stated)	98	4	-1	8	0.0	-4	-0.3	.	3	-11
COC(CNC(=O)CNC(=S)N(Cc1ccccc1)Cc1cccs1)OC	99	3	-13	9	0.1	-1	-0.1	2	-6	2
COc1ccc(C)cc1-n1nnnc1SCC(=O)Nc1cc(C)on1	94	-1	-5	12	-1.0	0	0.1	-1	-6	-3
COc1ccc(/C=C2\SC(=N)N(c3nccs3)C2=O)cc1OC	76	-6	-9	-7	-3.7	8	0.7	-10	0	8
O=C(Nc1cccnc1)C1CCCN(c2ncnc3c2nc2n3CCCCC2)C1 (configuration not stated)	99	-8	2	2	-2.1	1	-0.1	-9	1	3
O=C(CSc1nnc2ccccn12)NNC(=O)c1ccc([N+](=O)[O-])cc1	86	1	1	8	-0.5	-1	0.2	7	4	4
CC(C)c1ccc(/C=N/NC(=O)c2cccc(Cl)c2)cc1	102	-6	2	-14	-2.7	21	0.1	5	4	-10
COc1ccccc1NC(=O)COc1ccc2ccccc2c1	95	0	6	2	-0.5	1	-0.2	24	4	-3
Cc1cccc(C)c1OCC(=O)Nc1ccc(NC(=O)c2ccco2)cc1	104	2	5	-3	-2.4	-4	0.4	25	-8	-7
CCN(CC)S(=O)(=O)c1ccc(OC)c(NC(=O)c2cn(CC)c3nc(C)ccc3c2=O)c1	99	4	-2	4	-1.8	0	0.4	.	0	-4
Cc1cccn2c(=O)c3cc(C(=O)NCc4ccco4)c(=N)n(C4CCCC4)c3nc12	83	9	-5	5	-0.3	14	0.2	-5	-1	4
CCOc1c2ccc(C(=O)NCc3ccc(OC(F)(F)F)cc3)cc2nn1CC	102	6	3	4	-1.2	0	0.1	-2	-7	-5
CN(C)S(=O)(=O)c1ccc(N2CCCC2)c(C(=O)N2CCN(c3ccc([N+](=O)[O-])cc3)CC2)c1	99	7	-11	34*	-1.9	7	-0.6	-3	-2	-1
COCCNC(=O)c1ccc(-c2cn[nH]c2)c2ccoc12	100	10	-7	0	-0.8	-1	-0.1	2	0	.
CCOC(=O)Cn1nc(C)c(NC(=O)c2ccc([N+](=O)[O-])c(C)c2)c1C	100	16	-12	0	4.6	-1	-0.4	?	-1	-6
C=CCN1C(=O)/C(=C/c2ccc(O)c(OC)c2)S/C1=N/c1nccs1	173	-4	18	-7	4.2	0	-0.3	-7	2	15
Cc1ccc(NC(=O)Cn2c(=O)n(Cc3ccco3)c(=N)c3c4c(sc32)COC(C)(C)C4)cc1	98	8	-4	6	-1.4	-4	-0.1	5	0	-12
COc1ccc(CCNC(=O)c2coc3ccccc3c2=O)cc1OC	99	2	7	10	-2.2	-2	0.1	0	41	10
COc1ccc(C2CC(=O)c3c(ccc4ccccc34)N2)cc1OC (configuration not stated)	97	-1	-7	10	-0.8	1	-0.1	-4	0	-17
CN(C)c1ccc(/C=C(/NC(=O)c2ccccc2)C(=O)NCCCn2ccnc2)cc1	97	6	-21	0	-2.0	2	-0.1	5	0	-1
O=C(/C=C/[C@H]1O[C@@H](n2cnc3c(NC(=O)c4ccccc4)ncnc32)[C@H](O)[C@@H]1O)NCc1ccc2c(c1)OCO2	97	-6	-2	.	.	4	0.0	2	-2	.
Cc1c(C)c2ccc(OCC(=O)Nc3ccc(CN4CCOCC4)cc3)cc2oc1=O	99	-5	1	1	-0.8	0	0.3	8	3	1
COc1cccc2cc(C(=O)N3CCCc4ccccc43)oc12	107	-4	-5	-8	-3.5	1	0.2	-6	-8	-4
Cc1ccc(OCCC(=O)Nc2ccc3c(c2)OCO3)cc1	101	2	-4	-2	-1.3	1	-0.1	-2	-3	-7
COc1ccccc1CNC(=O)CCN1C(=O)COc2ccccc21	100	1	1	15	0.2	1	-0.1	-1	1	-7
CCc1nc2ccc(C)cc2c(C(=O)NC2CCCCC2C)c1C (configuration not stated)	87	-9	-2	0	-1.2	0	-0.1	-4	-2	-4
S=C(NCc1ccco1)Nc1ccc(Cl)cc1Cl	92	-9	9	-5	-1.7	0	0.2	-3	3	-2
CC1=C2C3OC(=O)C(C)C3CCC2(C)C=C(Cl)C1=O (configuration not stated)	98	9	-1	7	-1.1	-1	-0.2	-1	-8	10
C=CCn1c(=O)c(C(C)=O)cn(N(C)c2ncc(C(F)(F)F)cc2Cl)c1=O	101	0	0	-8	-1.2	1	0.1	4	-2	-1
Cc1nn(-c2ccccn2)c2c1-c1nc(N)ncc1CC2	103	2	-10	-10	-1.4	-6	0.1	.	-2	0
COc1ccccc1C(=O)NNC(=S)Nc1ccccc1	98	-5	11	13	-3.2	4	-0.3	-7	-12	7
COc1cccc(N(C(=O)Cn2nnc(-c3ccc(C)o3)n2)C(C(=O)NC2CCCC2)c2ccncc2)c1 (configuration not stated)	84	-2	-1	4	-1.6	0	0.0	-19	-6	-3

Screening data deposited in PubChem by several laboratories.
